Compound activity: PubChem, The Scripps Research Institute Molecular Screening Center
TTR transcr act – TTR transcription activators in neuroblastoma reporter cells, primary screen, cell-based, luminescence, SH-SY5Y, TTR promoter Gaussia luciferase. 92,000 compounds, 1.3% hits. 100% = recombinant luciferase protein wells. activation, % at 16.7 µM. AID 1117267, 2014;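 active = activation above the mean of all tested compounds plus 3 SD, cut at about 9.5% in these data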;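 note: cells exposed to compounds for one day before reading; 0% = median of all test compound wells on the plate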
Numbers without * were called inactive. Not all compounds are listed. The share of hits here may be higher or lower than overall.

SMILES	TTR transcr act
CC(=O)N[C@@H](C)C(=O)N1CCN(S(=O)(=O)c2ccc(Cl)cc2)CC1	1.2
COC(=O)c1sccc1NC(=O)c1ccc(OC)c([N+](=O)[O-])c1	8.1
C[C@@H](NC(=O)C[C@@H]1C[C@@H]2c3cc(NS(=O)(=O)c4ccc(F)cc4)ccc3O[C@@H]2[C@@H](CO)O1)c1ccccc1	-1.2
Cc1nc(C(=O)Nc2ccccc2)sc1C(=O)Nc1ccccc1	-1.4
CCCCOc1ccc(C(=O)N/C(=C\c2ccc(OC)cc2)C(=O)OCc2ccco2)cc1	7.8
O=C1C(=O)N(CCN2CCOCC2)C(c2ccc(Cl)c(Cl)c2)/C1=C(/O)c1ccc2c(c1)OCO2 (stereo not given)	-1.5
Cc1ccc2nc(-c3ccncc3)c(NC3CCCCC3)n2c1	0.4
O=C(Nc1n[nH]c(C2CCCCC2)n1)C1CCCCC1	0.5
CCN(CC)C(=O)C1=C(C)N(Cc2ccc(OC)cc2)C(=O)C(CC(=O)NCc2cccc3ccccc23)C1 (stereo not given)	2.5
Cc1ccc(S(=O)(=O)c2nc(C(C)(C)C)oc2N2CCOCC2)cc1	-0.6
Cc1cc(CCNC=O)c(C)c2c1oc1ccccc12	4.2
Cc1cc(NC(=O)NN2CCOCC2)nn1-c1c(Cl)cc(Cl)cc1Cl	-1.6
CC1(OC(=O)C2CCCC2)C(=O)C=C2C=C(c3ccsc3)N(C(CO)CO)C=C2C1=O (stereo not given)	2.4
Oc1ccccc1-c1nnc(-c2ccc(C(F)(F)F)cc2)o1	2.1
Cc1cc(N2CCOCC2)nc(-c2ccc([N+](=O)[O-])cc2)n1	-0.8
O=C(NCc1cc([N+](=O)[O-])ccc1O)c1cccnc1Sc1ccc(Cl)cc1	0.8
CCCc1cc(C(N)=O)c(NC(C)=O)s1	3.1
COc1ccccc1-c1cc2c(c3c1ccn3C)C1CCC2O1 (stereo not given)	-0.8
Clc1ccc(Cn2c(-c3cccnc3Cl)nc3ccccc32)cc1	-0.8
Clc1ccc(-c2csc(=Nc3cccnc3)n2CCCn2ccnc2)cc1Cl	-2.3
CCOC(=O)c1cnc(SCc2nc(N)nc(Nc3ccccc3)n2)nc1N	-0.3
O=C(O)C(=Cc1ccccc1)Cc1ccccc1	3.9
CC(C)(OC(=O)c1ccc(C(F)(F)F)cc1)c1cc2ccccc2c(=O)o1	2.7
CC(=O)N/C(=C\c1ccccc1)C(=O)NC(C)C(=O)O (stereo not given)	-1.6
CCCCN(Cc1ccco1)S(=O)(=O)c1c[nH]c(C(=O)OC)c1	2.2

Ordered by value in TTR transcr act (smallest number first): five of the compounds above
compound	TTR transcr act
CC(=O)N/C(=C\c1ccccc1)C(=O)NC(C)C(=O)O (stereo not given)	-1.6
O=C1C(=O)N(CCN2CCOCC2)C(c2ccc(Cl)c(Cl)c2)/C1=C(/O)c1ccc2c(c1)OCO2 (stereo not given)	-1.5
C[C@@H](NC(=O)C[C@@H]1C[C@@H]2c3cc(NS(=O)(=O)c4ccc(F)cc4)ccc3O[C@@H]2[C@@H](CO)O1)c1ccccc1	-1.2
COc1ccccc1-c1cc2c(c3c1ccn3C)C1CCC2O1 (stereo not given)	-0.8
CCCCN(Cc1ccco1)S(=O)(=O)c1c[nH]c(C(=O)OC)c1	2.2

The listing picks up, starting 2 compounds before the break.
SMILES	TTR transcr act
CC(=O)N/C(=C\c1ccccc1)C(=O)NC(C)C(=O)O (stereo not given)	-1.6
CCCCN(Cc1ccco1)S(=O)(=O)c1c[nH]c(C(=O)OC)c1	2.2
O=C(CSc1nc2ccccc2n1CC(=O)N1CCCC1)Nc1ccc2c(c1)OCO2	2.1
CS(=O)(=O)NCCNc1ccc(C(F)(F)F)cc1[N+](=O)[O-]	0.7
O=C(NCCc1ccccc1F)/C(=C/c1cccnc1)NC(=O)c1ccccc1	3.8
Cc1ccc(C(=O)NNC(=O)c2ccc3ccccc3c2O)cc1	-1.6
COc1ccc(C2CC(c3cccs3)=NN2C(=S)Nc2ccccc2)cc1OC (stereo not given)	1.1
Cc1cc(NC(=O)c2cccs2)ncc1NC(=O)c1cccc(F)c1	-2.4
CCCC(=O)N1CCC1(C)C(=O)NCc1ccccc1SC (stereo not given)	0.4
COc1cc(/C=C/C(=O)OCC(=O)c2c(N)n(C)c(=O)n(C)c2=O)ccc1OC(F)F	1.6
C=CCc1ccccc1OCC(O)CN1CCN(c2ccccc2F)CC1 (stereo not given)	-5.0
Cc1ccc(-n2c(C)cc(C)c(C#N)c2=O)cc1Cl	-2.0
COCCNC(=O)CCCn1c(=O)c2cc(OC)c(OC)cc2n(CC(=O)c2cccc(OC)c2)c1=O	-0.3
O=C(c1cccnc1)N1C2C=CC(C2)C1(C(F)(F)F)C(F)(F)F (stereo not given)	-1.1
CCOC(=O)Cc1csc(NC(=O)Cc2ccc(Br)cc2)n1	-2.2
Fc1cccc(-c2oncc2-c2nnnn2-c2ccc(Cl)cc2)c1	1.9
Cc1cc(SCC(=O)NC2CCCC2)nc2ccccc12	2.0
CN1/C(=C/C(=O)COC(=O)CN2C(=O)C3CC=CCC3C2=O)C(C)(C)c2ccccc21 (stereo not given)	0.6
CC1=NN(c2ccc(C)cc2)C(=O)/C1=C\c1ccc(Br)s1	-0.5
Cn1c(=O)[nH]c(=O)c2cc(C(=O)c3cc(F)ccc3O)cnc21	-0.7
COc1ccc(Cl)c(S(=O)(=O)N2CCCC2)c1	0.6
COc1ccc(C2CC(=O)C(C=NCCN3CCN(C(=S)Nc4ccccc4)CC3)=C(O)C2)cc1 (stereo not given)	1.4
CCOc1c(Cl)cc(C(=O)Nc2cccc(C(=O)O)c2)cc1Cl	0.0
COc1ccc(S(=O)(=O)N2CCOC2CNC(=O)C(=O)NCc2cccnc2)cc1C (stereo not given)	3.8
COc1ccc(OC)c(C(=O)COC(=O)c2ccc([N+](=O)[O-])o2)c1	-0.5
C[C@H]1CCCN1c1cccc2c1S(=O)(=O)N1CC[C@H](C1)O2	6.0
CC(=O)NCCc1ccc(S(=O)(=O)Nc2ccc(NC(=O)c3ccc(F)cc3)cc2)cc1	0.6
SMILES	TTR transcr act
CCOc1cccc(CN2CCN(Cc3ccc(C)o3)C(CCO)C2)c1O (stereo not given)	2.4
COc1ccc(OC)c(NC(=O)c2ccccc2SC)c1	0.1
COc1ccc(C(=O)NC2CCCCCC2)cc1S(=O)(=O)Nc1ccc(Br)cc1	0.2
COc1cccc(CN(Cc2cccnc2)S(=O)(=O)c2ccc(-n3cnnn3)c(C)c2)c1OC	4.4
C[N+](C)(C)CCOC(=O)C1(c2ccccc2)CCCC1	-2.8
CC1CC(C)CN(S(=O)(=O)N2CCCC(C(=O)NC3CCCCC3)C2)C1 (stereo not given)	2.5
CCN(C(=O)C(C)OC(=O)C1C(C(=O)OC)=C(C)NC(C)=C1C(=O)OC)c1ccccc1 (stereo not given)	-0.4
CCCCn1nc2cc(C(=O)NCCc3ccc(C)cc3)ccc2c1OCC	2.9
CCOC(=O)CCC(NC(=O)c1ccc(NCN2C(=O)CCC2=O)cc1)C(=O)OCC (stereo not given)	-0.5
COCCNC(=O)C1CCC(=O)N1S(=O)(=O)c1ccc(C)cc1 (stereo not given)	-0.9
COc1ccc(NCC(=O)N/N=C(\C)c2cc3ccccc3o2)cc1	2.7
O=C(O)CCn1c(SCCOc2ccccc2F)nc2ccccc21	0.4
O=C(CCCNC(=O)/C(=C/c1ccccc1F)NC(=O)c1ccccc1)OCc1ccccc1	2.0
COc1ccc2nc(SCC(=O)Nc3cc(OC)c(OC)cc3C(=O)O)c(C)cc2c1	-1.2
CCCc1nnc(NC(=O)C(=O)NCCN(CC)CC)s1	-0.3
O=C(Nc1cccc(F)c1)O[C@@H]1CC[C@@]23CCCN2C(=O)CCC[C@H]3C1	0.5
COc1ccc(C2=Nn3c(nnc3-c3ccccc3OC)SC2)cc1OC1CCOC1 (stereo not given)	-1.7
O=C(O)CCc1ccc(-c2ccc(Cl)cc2)n1CCC(=O)O	-2.3
Cc1cc(C)n(CC(O)CN2C(=O)NC(C)(C)C2=O)n1 (stereo not given)	-0.8
CC1=C(C(=O)OC(C)C)C(c2ccco2)NC(=O)N1 (stereo not given)	6.0
O=C1CCc2cc(S(=O)(=O)NCCC(=O)NC3CCN(Cc4ccccc4)CC3)ccc2N1	7.4
Cn1c(=O)c2cc(S(=O)(=O)NCCC(=O)N3CC=C(c4ccccc4)CC3)ccc2n(C)c1=O	-1.0
C(=NOCCc1ccccc1)c1cccnc1	-1.0
CCCc1nnc2n1N=C(c1ccc(OC)c(OC)c1)CS2	0.2
O=C(CSc1nnc(-c2ccccn2)n1Cc1ccco1)c1ccccc1	-1.0

Some of the entries above, set out differently:
| molecule | TTR transcr act |
| --- | --- |
| COC(=O)c1sccc1NC(=O)c1ccc(OC)c([N+](=O)[O-])c1 | 8.1 |
| C[C@@H](NC(=O)C[C@@H]1C[C@@H]2c3cc(NS(=O)(=O)c4ccc(F)cc4)ccc3O[C@@H]2[C@@H](CO)O1)c1ccccc1 | -1.2 |
| Cc1nc(C(=O)Nc2ccccc2)sc1C(=O)Nc1ccccc1 | -1.4 |
| CCCCOc1ccc(C(=O)N/C(=C\c2ccc(OC)cc2)C(=O)OCc2ccco2)cc1 | 7.8 |
| O=C1C(=O)N(CCN2CCOCC2)C(c2ccc(Cl)c(Cl)c2)/C1=C(/O)c1ccc2c(c1)OCO2 (stereo not given) | -1.5 |

Next section
SMILES	TTR transcr act
O=C(O)c1ccc(COc2ccccc2[N+](=O)[O-])o1	1.8
O=C(CN1C(=O)S/C(=C\c2ccccn2)C1=O)Nc1ccc(F)cc1	-0.7
CCOC(=O)C1CCN(C(=O)c2ccc(Br)o2)CC1	-1.8
CC(=O)c1cc(C(=O)c2ccccc2)sc1Nc1ccccc1	-1.5
CCOC(=O)c1cnc(Nc2ccccc2)nc1C(F)(F)F	2.0
CCC(CC)C(=O)Nc1cccc(/C(C)=N/NC(=O)c2c(Br)cnn2C)c1	0.7
Cc1nc2ccccc2nc1OCC(=O)NCc1ccc2c(c1)OCO2	2.1
O=C(CC1C(=O)NCCN1Cc1cccc(F)c1)NC1CCCCC1 (stereo not given)	-0.5
CC(=O)c1ccc(Nc2nc(-c3ccccc3)nc3ccccc23)cc1	-1.8
Cc1ccc2c(C)c(C(=O)Nc3cccnc3)oc2c1	0.2
OC(CN=c1sc2ccccc2n1CC(O)COc1ccccc1)COc1ccccc1 (stereo not given)	-4.8
CCN(c1ccc(NC(=O)COC(=O)c2cc3ccccc3oc2=O)cc1)C(C)C	3.8
Cc1noc(C)c1C(=O)OCC(=O)Nc1c(F)cccc1F	-0.7
O=C(COC(=O)c1ccccn1)NC1CCCCC1	0.2
CS(=O)(=O)c1ccccc1-c1nnc(NC(=O)Cc2ccccc2)o1	2.5
COc1ccc(NC(=O)CCNC(=O)c2ccccc2)cc1S(N)(=O)=O	31*
CN(c1ccccc1)S(=O)(=O)c1cccc(NC(=O)Cn2cnc3ccccc3c2=O)c1	0.4
Fc1ccc(-n2c(-c3ccc4ccccc4n3)n[nH]c2=S)cc1Cl	1.4
O=C(CNC(=O)c1ccc(S(=O)(=O)N2CCCC2)cc1)N/N=C/c1ccc(F)cc1	0.7
O=C(NCc1nc2ccccc2[nH]1)c1ccccc1F	1.6
CCOc1ccc(NC(=O)c2ccc3c(=O)n(-c4ccc(OC)cc4OC)c(=S)[nH]c3c2)cc1	-2.8
O=C(CN1CCOCC1)Nc1ncc(Cc2cccc3ccccc23)s1	0.3
O=C(NNc1c(Cl)cccc1Cl)C1CCC1	-0.9
COc1ccc(/C(N)=N/OC(=O)c2cccs2)cc1OC	0.1
CCn1c(=O)cc(OCC(=O)N2CCN(C(=O)c3ccco3)CC2)c2ccccc21	9.2
SMILES	TTR transcr act
O=S(=O)(/N=C(/Nc1ccc(F)c(F)c1F)c1ccccc1)c1ccccc1	-0.7
C[C@H](CO)N1C[C@H](C)[C@@H](CN(C)C(=O)Nc2ccccc2)Oc2ccc(NC(=O)Nc3ccc4c(c3)OCO4)cc2C1=O	-2.8
O=C(COc1ccc(S(=O)(=O)N2CCOCC2)cc1)Nc1cccc([N+](=O)[O-])c1	-0.8
O=c1[nH]c(CN2CCN(S(=O)(=O)/C=C/c3ccccc3)CC2)nc2cc(Cl)ccc12	1.8
CN(C)S(=O)(=O)c1ccc2nc(NC(=O)c3cccnc3)sc2c1	4.0
CCOC(=O)C1CCCN1C(=O)c1ccc(OC)c(Br)c1 (stereo not given)	-0.8
O=C(C[C@@H]1C/C=C\CCC(=O)OC[C@@H]2CCCN2C1=O)N[C@H](CO)Cc1ccccc1	3.7
CC(=O)OC[C@H]1O[C@@H](Oc2cc(O)cc3oc(-c4ccc(O)cc4)cc(=O)c23)[C@H](O[C@@H]2O[C@@H](C)[C@H](O)[C@@H](O)[C@H]2O)[C@@H](O)[C@@H]1O	2.9
O=C1CCCCC1Sc1ccc(Cl)cc1[N+](=O)[O-] (stereo not given)	0.7
COCCn1c(C)c(C(=O)O)sc1=S	-0.5
COc1ccc2c(c1)c(=O)c(C(=O)c1ccc(Cl)cc1)cn2CC(=O)Nc1ccc(F)cc1	-1.6
c1ccc(-c2c[n+]3c(n2-c2ccccc2)SCC3)cc1	0.6
O=C(NNC(=O)c1cc2ccccc2o1)c1ccncc1	-2.4
CCCCC/C=N\NC(=O)Cc1ccc([N+](=O)[O-])cc1	0.8
CCN(CC)c1nc(Oc2ccc(C(=O)OC)cc2)nc(N2CCOCC2)n1	-1.2
COc1ccc(CN2CCN(Cc3csc(C(C)=O)c3)CC2CCO)c(C)c1C (stereo not given)	4.3
C[C@@H]1CN([C@@H](C)CO)C(=O)CCCn2cc(nn2)CO[C@H]1CN(C)C(=O)Nc1ccc(F)cc1	1.9
CCNC(=O)CN(c1ccccc1OC)S(=O)(=O)c1cccs1	-0.3
O=C(Cc1cccs1)NNC(=O)c1ccccc1Cl	0.3
CCOC(=O)Cc1csc(NC(=O)c2ccc(Br)o2)n1	-0.3
COc1cccc(C2C=C(Nc3ccccc3)C(=O)N2c2ccccc2)c1 (stereo not given)	-1.6
Cc1ccc(-c2nc3cc(N)ccc3o2)cc1	1.5
CN(C)CCC1(C2=CCCC2)CC/C(=C/c2ccc(Cl)cc2)C1=O (stereo not given)	-0.3
